# HePTP inhibitor = inhibitors of human HePTP phosphatase, primary screen, biochemical, absorbance, leukemia target; Tyrosine-protein phosphatase non-receptor type 7 (Homo sapiens), P35236; recombinant HePTP phosphatase activity, OD absorbance; inhibition, % at 20 µM; 110,000 compounds, 0.64% hits; AID 521, 2006; in the data active means inhibition above about 50%;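 further: plate controls were vehicle for no effect and reference inhibitor for full effect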
# Target sequence (P35236 whole entry, looked up): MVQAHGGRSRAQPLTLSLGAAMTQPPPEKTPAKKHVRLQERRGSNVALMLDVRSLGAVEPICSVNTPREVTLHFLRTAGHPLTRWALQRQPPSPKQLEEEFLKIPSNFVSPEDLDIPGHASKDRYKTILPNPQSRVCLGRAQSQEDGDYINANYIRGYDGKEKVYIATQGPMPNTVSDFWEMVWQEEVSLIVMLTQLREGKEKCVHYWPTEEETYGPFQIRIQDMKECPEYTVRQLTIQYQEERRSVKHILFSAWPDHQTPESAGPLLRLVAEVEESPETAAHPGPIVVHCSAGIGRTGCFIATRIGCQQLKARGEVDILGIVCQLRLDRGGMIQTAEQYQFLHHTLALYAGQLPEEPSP
# BAP1 block = inhibitors of BAP1 deubiquitinase, primary screen, biochemical, Ub-AMC fluorescence, kinetic | activity remaining (% of control), % at 20 µM | recombinant BAP1, Ub-AMC hydrolysis fluorescence kinetic; hits give low values | 72,000 compounds, 0.48% hits | Ubiquitin carboxyl-terminal hydrolase BAP1 (Homo sapiens), Q92560;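 active means activity remaining at or below 50% of control, provided the compound also passes the data quality filters; inactive means the rest, including low values that fail the filters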;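 further: 100% = DMSO wells rate and 0% = substrate alone blank rate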
# Target sequence (Q92560 whole entry, looked up): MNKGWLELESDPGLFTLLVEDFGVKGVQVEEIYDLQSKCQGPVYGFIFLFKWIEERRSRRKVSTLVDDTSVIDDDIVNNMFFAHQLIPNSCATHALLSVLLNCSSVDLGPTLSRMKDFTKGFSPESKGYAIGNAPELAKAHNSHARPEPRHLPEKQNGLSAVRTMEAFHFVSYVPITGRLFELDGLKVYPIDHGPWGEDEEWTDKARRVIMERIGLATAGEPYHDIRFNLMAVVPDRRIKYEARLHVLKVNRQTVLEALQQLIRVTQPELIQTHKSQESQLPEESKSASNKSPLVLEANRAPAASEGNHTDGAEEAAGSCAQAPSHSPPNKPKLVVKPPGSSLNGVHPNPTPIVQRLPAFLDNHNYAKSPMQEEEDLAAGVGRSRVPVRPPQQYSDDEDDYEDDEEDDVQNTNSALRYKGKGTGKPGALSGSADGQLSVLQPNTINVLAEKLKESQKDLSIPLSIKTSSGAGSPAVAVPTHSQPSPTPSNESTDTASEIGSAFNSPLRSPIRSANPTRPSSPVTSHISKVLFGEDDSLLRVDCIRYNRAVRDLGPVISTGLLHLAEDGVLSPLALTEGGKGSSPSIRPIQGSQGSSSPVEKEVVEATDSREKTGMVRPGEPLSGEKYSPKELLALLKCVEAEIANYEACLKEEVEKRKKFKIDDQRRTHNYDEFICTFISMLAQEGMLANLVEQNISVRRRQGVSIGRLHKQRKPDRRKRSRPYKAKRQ
# An asterisk follows results filed as active; . = not tested or not shown; & = joins results of further samples.
SMILES,HePTP inhibitor,BAP1 block
Cc1cc(C)c(O)c(N=Cc2ccccc2O)c1,.,111.5
COC(=O)c1cc(NC(=O)c2ccc(OC)cc2)cc(C(=O)OC)c1,0.2,.
C/C(=N\NC(=O)c1n[nH]c2c1CCC2)c1ccc(N)cc1,5.9,.
CCC(CC)NCc1ccc2c(c1)c1ccccc1n2CC,2.0,.
COc1ccc(Nc2ncnc3ccc(C)cc23)cc1,4.0,.
Cc1nc2ncnn2c(C)c1CCC(=O)NCc1ccccc1,1.2,99.2
O=S(=O)(c1ccsc1)c1cccs1,.,75.0
COc1ccccc1NC(=O)CN(c1ccc(C)cc1)S(=O)(=O)c1ccc(SC)cc1,-1.1,.
Cc1ccc(SCc2cc(=O)[nH]c(Nc3nc4ccccc4o3)n2)cc1,.,118.0
Cc1cc(OC(=O)N2CCOCC2)cc(C)c1Cl,-10.3,95.5
CCOC(=O)C1CCN(C(=O)c2ccc(SC)cc2OC)CC1,12.7,77.3
O=C(O)c1ccc(Cl)c(S(=O)(=O)NCc2ccco2)c1,13.6,108.9
CCN(CC)CCCN1C(=O)C(=O)/C(=C(/O)c2ccc(Cl)cc2)C1c1ccccn1 (stereo unspecified),4.2,105.9
Cc1nnc(C)c2c(C)n(C(C)c3ccccc3)c(C)c12 (stereo unspecified),3.5,83.5
CS(=O)(=O)N(CC(=O)N1CCCCC1)c1ccc2c(c1)OCO2,5.6,87.3
Cc1ccc(S(=O)(=O)N2CCN(C(=O)C3CCCCC3)CC2)cc1,-0.1,99.4
COc1ccc(-n2c(SCC(=O)N3CCCCC3)nc(O)c(Cc3ccccc3)c2=O)cc1,9.5,.
Cc1ccc(C(=O)c2ccc(O)cc2)cc1C,-4.9,85.7
CSCC[C@H](NC(=O)NCc1ccc(F)cc1)C(=O)O,4.7,98.6
Cc1ccc(S(=O)(=O)N2CCN(c3nc(C(C)C)c4c(c3C#N)CC(C)(C)OC4)CC2)cc1,6.2,.
CCOC(=O)c1c(OS(=O)(=O)c2ccc(C)cc2)c(C=O)n(C)c1C,-14.1,.
CC(C)(C)c1ccc(C(=O)NCCC(=O)NCc2ccco2)cc1,7.2,100.9
c1ccc(Cn2c(-c3ccco3)nc3nc4ccccc4nc32)cc1,7.2,.
O=C(NC(=S)Nc1ccc(F)cc1)c1ccc(Cl)cc1,4.2,.
O=C1c2ccccc2-c2c1cccc2C(=O)N(CCO)CCO,12.3,91.2

# The list continues.
SMILES,HePTP inhibitor,BAP1 block
Cc1cccc(C(=O)NNC(=O)c2ccco2)c1O,-1.2,.
Cc1cccc(NC(=O)C2C(c3ccccc3)C2(Cl)Cl)c1C (stereo unspecified),-8.2,.
N#Cc1nc(N)nc(N(c2ccccc2)c2ccccc2)n1,1.2,99.9
O=C1CC(c2ccc(Cl)cc2)CC2=C1C(c1ccccc1C(F)(F)F)Nc1ccccc1N2 (stereo unspecified),-5.4,.
Cc1ccc(CNC(=O)C(=O)NCc2ccc3c(c2)OCO3)cc1,3.9,.
O=C(O)C1CCCCC1C(=O)Nc1nc(-c2ccc(Cl)cc2Cl)cs1 (stereo unspecified),-1.2,.
CC(CN1CCOCC1)OC(=O)c1ccc(Br)cc1 (stereo unspecified),6.2,112.2
O=C(Nc1cccnc1)c1ccc(-c2cccc(Cl)c2)o1,11.0,.
CN(C)c1cccc(C(=O)Nc2cccc(Br)c2)c1,-8.3,.
Cc1cc(C)n(-c2cc(Nc3cccc(F)c3)ncn2)n1,9.6,.
CC(=O)Nc1cccc(NS(=O)(=O)c2cccc3nsnc23)c1,.,90.1
Cc1c(NC(=O)C2CCCN2S(=O)(=O)c2ccccc2)c(=O)n(-c2ccccc2)n1C (stereo unspecified),1.8,94.5
CC1CCCCN1CC(=O)Nc1sc2c(c1C#N)CCC2 (stereo unspecified),-7.8,99.8
O=C(N1CCCCC1)C12CC3CC(C1)CC(c1ccc([N+](=O)[O-])cc1)(C3)C2,.,79.1
COC(=O)C1CCN(C(=O)c2ccc(Cl)c(S(=O)(=O)NCc3cccnc3)c2)CC1,-0.2,.
CC(C)CNC(=O)CN(c1cccc(C(F)(F)F)c1)S(C)(=O)=O,-1.8,.
CCCOc1ccc(C2c3c(oc4cc(C)c(C)cc4c3=O)C(=O)N2CCCN(C)C)cc1OCC (stereo unspecified),5.3,74.0
O=C(COc1ccc(Cl)cc1)Nc1ccccc1C(=O)NCc1ccco1,-2.0,57.8
CCCOc1ccc(C(=O)Nc2ccc(-c3nc4ccccc4o3)c(O)c2)cc1,1.7,.
COc1ccc(Cl)cc1NC(=O)CN1CCC(n2nnc3cc(C)ccc32)CC1,5.5,92.1
Cc1ccc(S(=O)(=O)Nc2c(C)cc(O)c(S(=O)(=O)c3ccc(C)cc3)c2C)cc1,-11.9,.
C=CCn1c(SCC(=O)Nc2nc(C)cs2)nnc1C(CO)NC(=O)c1ccccc1 (stereo unspecified),3.4,66.7
CC(C)C(C(=O)Nc1ccc2c(c1)OCO2)N1C(=O)c2ccccc2C1=O (stereo unspecified),7.7,100.5
Cc1cc(C)n(-c2nnc(C)c(=O)[nH]2)n1,5.7,96.1
CCOC(=O)C1=C(C)N=c2s/c(=C\c3cc(OC)c(O)c(OC)c3)c(=O)n2C1c1ccccc1 (stereo unspecified),7.3,.

# As a working copy, some entries already given:
SMILES,HePTP inhibitor,BAP1 block
CC(C)C(C(=O)Nc1ccc2c(c1)OCO2)N1C(=O)c2ccccc2C1=O (stereo unspecified),7.7,100.5
Cc1cc(C)n(-c2nnc(C)c(=O)[nH]2)n1,5.7,96.1
CCOC(=O)C1=C(C)N=c2s/c(=C\c3cc(OC)c(O)c(OC)c3)c(=O)n2C1c1ccccc1 (stereo unspecified),7.3,.

# Next part.
SMILES,HePTP inhibitor,BAP1 block
COCCNC(=O)C(=O)Nc1cccc2ccccc12,-6.9,.
COC(=O)c1ccccc1NC(=O)c1cc(=O)[nH]c2ccccc12,-5.9,.
COc1nc2ccc(C)cc2cc1-c1noc(-c2cccnc2)n1,4.7,.
Cc1ccc(S(=O)(=O)N(C)c2ccc(NS(C)(=O)=O)cc2)cc1,2.8,109.4
CC1CN(S(=O)(=O)c2ccccc2[N+](=O)[O-])CC(C)O1 (stereo unspecified),11.5,.
Cc1cc(Cl)ccc1OCC(=O)N1CCN(c2ccccc2)CC1,7.7,.
Cn1c(=O)c2c(SCC(=O)c3ccccc3)nc(C3CC3)nc2n(C)c1=O,0.1,85.2
CCCC(C)NS(=O)(=O)c1ccc(NC(C)=O)cc1 (stereo unspecified),-3.8,.
O=C(Nc1ccccc1C(=O)NC(Cc1c[nH]c2ccccc12)C(=O)O)c1ccco1 (stereo unspecified),1.5&-12.4,81.7
Cc1ccc(C(=O)Nc2ccc(NC(=O)c3ccccc3)cc2)cc1S(=O)(=O)N1CCCCC1,-12.2,.
COc1ccc(Nc2nc3c(c(=O)n(C)c(=O)n3C)n2CCO)cc1,6.8,87.0
COc1ccc(OC)c(NC(=O)Nc2nnc(N3CCC(C)CC3)s2)c1,2.6,70.0
CCC1=NC(c2ccc(OC)cc2OC)N(O)C1(C)C (stereo unspecified),8.3,99.8
Cn1c(SCC(=O)c2ccccc2F)nnc1C1CC1,2.5,98.1
O=[N+]([O-])c1cccc(-c2nnc(-c3cccc(S(=O)(=O)N4CCOCC4)c3)o2)c1,10.5,.
COCCOC(=O)c1ccc(NC(=O)COc2ccccc2C)cc1,-12.5,.
O=C(NCc1cccs1)c1cccc(S(=O)(=O)N2CCCCC2)c1,8.9,99.4
O=C(Nc1ccccc1)C1CC(=O)N(c2ccc(Br)cc2)C1 (stereo unspecified),5.4,.
CC(=NC1CCN(Cc2ccccc2)CC1)c1c(O)[nH]c(=O)[nH]c1=O,-5.1,100.4
COc1ccc(-n2c(C)nc3c(cnn3-c3ccccc3)c2=O)cc1,-9.6,79.5
CCc1cc2c(=O)n(N)c(CCC(=O)O)nc2s1,3.1,100.3
CC1CC(Nc2ccccc2)c2ccccc2N1C(=O)Cc1cccc2ccccc12 (stereo unspecified),4.1,.
Cc1ccc(C(=O)Nc2ccc(-c3nc4ncccc4o3)cc2)cc1C,-5.0,.
CCOC(=O)c1cc(NC(=O)C2CCCO2)cc(C(=O)OCC)c1 (stereo unspecified),8.9,.
CC(O)c1n(C)c(Cl)c[n+]1C (stereo unspecified),1.7,70.3

# Continued; the last 6 above are carried over.
SMILES,HePTP inhibitor,BAP1 block
COc1ccc(-n2c(C)nc3c(cnn3-c3ccccc3)c2=O)cc1,-9.6,79.5
CCc1cc2c(=O)n(N)c(CCC(=O)O)nc2s1,3.1,100.3
CC1CC(Nc2ccccc2)c2ccccc2N1C(=O)Cc1cccc2ccccc12 (stereo unspecified),4.1,.
Cc1ccc(C(=O)Nc2ccc(-c3nc4ncccc4o3)cc2)cc1C,-5.0,.
CCOC(=O)c1cc(NC(=O)C2CCCO2)cc(C(=O)OCC)c1 (stereo unspecified),8.9,.
CC(O)c1n(C)c(Cl)c[n+]1C (stereo unspecified),1.7,70.3
COc1ccccc1S(=O)(=O)Cc1ccc(C(=O)NCc2cccs2)o1,0.6,96.6
CCCCc1c(O)nc(SCCN(C)C)n(-c2ccccc2)c1=O,-4.5,87.4
CCCNC(=O)NC(=O)CN1C(=O)NC(C)(c2ccc(C)cc2)C1=O (stereo unspecified),10.6,101.8
CN1CCCC(OC(=O)CCCC(=O)OC2CCCN(C)C2)C1 (stereo unspecified),4.0,110.1
CC(=O)N1CCc2cc(S(=O)(=O)CCC(=O)Nc3c(C)n(C)n(-c4ccccc4)c3=O)ccc21,3.1,97.0
O=C(Nc1cccc(-c2nc3ccccc3s2)c1)c1ccc(-c2ccc([N+](=O)[O-])cc2)o1,-10.7,.
Nc1ccc(S(=O)(=O)Nc2ccc(S(N)(=O)=O)cc2)cc1,7.3,91.0
Cc1onc(-c2c(Cl)cccc2Cl)c1C(=O)Nc1c(C)n(C)n(-c2ccccc2)c1=O,-5.3,90.6
C[N+]1(CCCCC[N+]2(C)CCCC2)CCCC1,.,97.7
O=C(NCc1cccnc1)c1ccc(-c2ccccc2)cc1,-0.9,.
O=C1NN(c2ccc(Cl)c(Cl)c2)C(=O)/C1=C/c1ccc(O)cc1O,-18.1,.
CC1=Nn2c(nnc2-c2ccccc2Cl)SC1,-7.8,95.6
O=C(c1ccc(F)cc1)N1CCN(c2ccc(Cl)cc2)CC1,0.4,.
COc1cc2c(C#N)c(N3CCc4ccccc4C3)nc(N)c2c(N)n1,13.3,107.5
O=C(/C=C/c1ccc([N+](=O)[O-])o1)c1ccc(I)cc1,5.6,.
Cn1c(SCCOc2cccc(Cl)c2)nnc1-c1ccncc1,9.5,121.3
COc1ccccc1C(=O)N=Nc1c(O)n(C)c2ccccc12,14.3,.
CC(C)CC(NC(=O)C1CCC(C)CC1)C(=O)Nc1ccccn1 (stereo unspecified),5.8,.
CN(C)c1ccc(CN2CCCCCC2)cc1,-2.9,90.4
O=C1CCc2cc(S(=O)(=O)NC(Cc3ccccc3)C(=O)NC3CCCC3)ccc2N1 (stereo unspecified),-3.7,90.0
CCOC(=O)CSCc1nc2c(c(=O)[nH]1)C1(CCCC1)Cc1ccccc1-2,8.2,.
COc1ccc(-c2nnn(CCc3nn[nH]n3)n2)cc1OC,5.4,106.6
C=C(C)Cn1c(N2CC(C)CC(C)C2)nc2c1c(=O)[nH]c(=O)n2C (stereo unspecified),14.9,99.3
COc1cccc(C(=O)N(CN2CCCC2=O)c2cccc(Cl)c2)c1,10.5,100.9
O=C(CN1CCOc2ccccc21)NCc1ccccc1,0.4,94.1

# Other entries:
SMILES,HePTP inhibitor,BAP1 block
Cc1cc2ncn(CCOc3ccccc3C#N)c2cc1C,-5.4,92.3
CCc1ccc(S(=O)(=O)NC(CC(=O)O)c2ccccc2)cc1 (stereo unspecified),10.1,105.5
CCCNC(=O)c1c(N)n(-c2ccc3c(c2)OCO3)c2nc3ccccc3nc12,6.5,.
CCOC(=O)C1CCN(C(=O)CN(c2cccc(OC)c2)S(=O)(=O)c2ccccc2)CC1,-3.8,92.0
COc1cccc(-n2c(O)c(C(c3ccccn3)c3c(O)n(-c4cccc(OC)c4)c(=O)[nH]c3=O)c(=O)[nH]c2=O)c1,-0.7,.
CC(C)n1nc(CC(=O)O)c2ccccc2c1=O,-2.6,.
COc1ccc(C2NC(=S)NC(C)=C2C(=O)Nc2ccccc2)c(OC)c1 (stereo unspecified),0.2,.
C(=N\Nc1nn[nH]n1)/c1ccc2c(c1)OCO2,5.9,.
CCCn1c2ccccc2c2nnc(SC(CC)C(=O)Nc3ccc(Cl)cn3)nc21 (stereo unspecified),-6.3,.
CCOc1ccc(/C=C(/NC(=O)c2ccc(C)cc2)C(=O)NCCO)cc1,6.6,.
O=C(O)C(CCCCN1C(=O)C2C3C=CC(C3)C2C1=O)N1C(=O)C2C3C=CC(C3)C2C1=O (stereo unspecified),2.2,85.7
CCOc1ccc(N2C(=O)CSC23C(=O)Nc2ccccc23)cc1 (stereo unspecified),8.1,.
O=C1COc2ccc(C(=O)CSc3nnc(-c4cccs4)n3Cc3ccccc3)cc2N1,11.0,118.9
O=C(C1Cc2ccccc2CN1S(=O)(=O)c1cccs1)N1CCCCC1 (stereo unspecified),4.5,117.1
C/C(Cl)=C/CSc1nc2c(c(=O)[nH]c(=O)n2C)n1C(C)C,6.1,95.7
COc1ccccc1C(=O)Nc1nc(-c2ccc(Br)cc2)cs1,-4.6,.
COc1cc(C#CC#CCN2CCCCC2)ccc1O,5.8,88.5
CCS(=O)(=O)N1CCC(C(=O)NCCCN2CCCCCC2)CC1,2.9,88.7
Cn1c(CC(=O)Nc2ccccc2)nnc1SCCOc1ccccc1,8.2,135.3
CCOC(=O)C1CCCN(Cc2ccccc2OCC)C1 (stereo unspecified),5.4,79.8
CCCOC(=O)c1c(NC(=O)c2ccccc2OC)sc2c1CCC(C)C2 (stereo unspecified),15.8,.

# Bioassay records as filed in PubChem.
